# From PubChem BioAssay
# POLK inh: blocks human DNA polymerase kappa activity | AID 588579 | Potency, µM (highest dose often 107 µM), without a hit: at the highest dose activity, negative = inhibition, usual class: inhibitors | purified Pol kappa, fluorescent DNA synthesis assay, 10 min | Q9UBT6 | 400,000 compounds, 0.53% hits; also: % is scaled to controls: 0 for no effect and ±100 for the full control effect
# Target sequence (Q9UBT6 whole entry, looked up): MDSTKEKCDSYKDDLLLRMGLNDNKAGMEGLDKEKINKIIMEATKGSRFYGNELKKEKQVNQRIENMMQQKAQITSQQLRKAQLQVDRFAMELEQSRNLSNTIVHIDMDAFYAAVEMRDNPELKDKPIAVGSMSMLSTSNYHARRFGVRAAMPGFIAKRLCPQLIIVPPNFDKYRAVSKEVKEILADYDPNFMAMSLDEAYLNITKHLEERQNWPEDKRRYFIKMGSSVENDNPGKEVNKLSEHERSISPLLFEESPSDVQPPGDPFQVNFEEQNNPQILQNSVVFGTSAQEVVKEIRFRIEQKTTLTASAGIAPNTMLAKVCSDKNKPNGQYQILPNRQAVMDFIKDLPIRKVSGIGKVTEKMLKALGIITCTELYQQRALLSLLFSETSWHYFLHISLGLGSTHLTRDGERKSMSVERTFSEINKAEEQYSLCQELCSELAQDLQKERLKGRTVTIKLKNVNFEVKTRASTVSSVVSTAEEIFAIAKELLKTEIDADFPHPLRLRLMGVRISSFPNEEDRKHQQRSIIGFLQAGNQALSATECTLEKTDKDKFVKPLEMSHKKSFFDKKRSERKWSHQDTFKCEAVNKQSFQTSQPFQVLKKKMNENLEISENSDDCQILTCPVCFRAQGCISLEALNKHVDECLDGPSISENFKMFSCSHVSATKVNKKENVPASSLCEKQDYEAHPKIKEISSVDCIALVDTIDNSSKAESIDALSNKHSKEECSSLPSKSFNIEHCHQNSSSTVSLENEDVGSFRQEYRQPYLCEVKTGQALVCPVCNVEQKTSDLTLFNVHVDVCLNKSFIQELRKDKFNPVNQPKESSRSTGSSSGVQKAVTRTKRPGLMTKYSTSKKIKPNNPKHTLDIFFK
#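 10 nM Pol kappa was preincubated with compounds for 15 min at room temperature. Reaction started with 50 nM (final) substrate. Fluorescence read kinetically at 0 and 10 min.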
# APE1 inh: APE1 (human) endonuclease inhibition. P27695. Potency, µM (doses to about 65.8 µM), for inactives: at the top dose activity change, negative = inhibition, actives largely listed as inhibitors. recombinant APE1, TAMRA/BHQ-2 abasic DNA cleavage fluorescence. AID 2517. 350,000 compounds, 0.35% hits;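 also: plate controls were vehicle for no effect and reference inhibitor for full effect; nearly all actives have a fitted effect of over 55% in size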
#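 Activity was derived from the fluorescence gain between first and third kinetic reads (60 s intervals, ex 525/em 598 nm) after 50 nM THF-abasic TAMRA/BHQ-2 duplex was added to 0.75 nM APE1 preincubated 15 min with compound.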
# G9a inh: blocks human histone lysine methyltransferase G9a. G9a H3K9 monomethylation, AlphaScreen, 2 h. Potency, µM (top dose mostly 102 µM), for the others: at the top dose activity, negative = inhibition, usual class: inhibitors. Q96KQ7. 350,000 compounds, 8.8% hits; also: % is scaled to controls: 0 for no effect and ±100 for the full control effect; nearly all actives have a fitted effect of over 75% in size
# Target sequence (Q96KQ7 913-1193 limits assumed): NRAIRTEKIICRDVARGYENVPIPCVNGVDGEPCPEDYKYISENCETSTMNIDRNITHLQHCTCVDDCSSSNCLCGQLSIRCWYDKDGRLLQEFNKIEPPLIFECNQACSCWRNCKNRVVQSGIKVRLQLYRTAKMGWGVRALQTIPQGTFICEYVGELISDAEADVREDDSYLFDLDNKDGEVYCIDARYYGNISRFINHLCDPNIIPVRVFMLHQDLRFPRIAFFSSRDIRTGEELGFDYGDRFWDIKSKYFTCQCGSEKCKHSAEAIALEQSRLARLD
#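 Readings reflect AlphaScreen signal from monomethyl-H3K9 antibody detection. HMT at 20 nM; substrate b-H3K9 500 nM; cofactor SAM 20 uM; 2 h RT reaction; compounds tested as titrations in qHTS with 15 min preincubation.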
# POLI inh: DNA polymerase iota (human) inhibition | Q9UNA4 | Pol iota fluorescent replication assay, 10 min | Potency, µM (highest dose often 115 µM), inactives show at the top dose activity, negative = inhibition, actives largely listed as inhibitors | 390,000 compounds, 1% hits | AID 588590
#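 Fluorescent replication assay read twice, at 0 min and 10 min after adding 50 nM (final) substrate. Enzyme (10 nM) and compounds were first incubated 15 min at room temperature; enzyme-free buffer wells were negative controls.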
# BLM helicase inh: inhibitors of human Bloom syndrome helicase BLM; P54132; recombinant BLM DNA unwinding, fluorescence dequenching; Potency, µM (doses to about 56.1 µM), without a hit: at the top dose activity change, negative = inhibition, actives largely listed as inhibitors; 350,000 compounds, 0.2% hits;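 also: plate controls were vehicle for no effect and no enzyme for full effect; nearly all actives have a fitted effect of over 35% in size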
# Pol beta inh: DNA polymerase beta (human) inhibition. Pol beta primer extension/strand displacement, fluorescence kinetic. AID 485314. P06746. 340,000 compounds, 1.3% hits. Potency, µM (series often up to 114 µM), without a hit: at the highest dose activity change, negative = inhibition, usual class: inhibitors; also: % is scaled to controls: 0 for no effect and ±100 for the full control effect
#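 Curves were derived by four-parameter Hill fits of normalized qHTS data. The kinetic fluorescent primer-extension read was taken at 0 and 10 min after 50 nM substrate, following a 15 min room-temperature preincubation of 10 nM enzyme with compounds.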
# BAZ2B block: inhibitors of human BAZ2B bromodomain; 360,000 compounds, 4.4% hits; Q9UIF8; Potency, µM (highest dose often 114 µM), inactives show at the highest dose activity change, negative = inhibition, most hits filed as inhibitors; AlphaScreen BAZ2B-H3K14Ac peptide displacement; also: % is scaled to controls: 0 for no effect and ±100 for the full control effect; nearly all actives have a fitted effect of over 60% in size
#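 AlphaScreen luminescence quantifies BAZ2B engagement of H3K14Ac peptide; the protein and biotinylated peptide are both at 50 nM final, buffer PBS pH 7.4 with 0.01% Tween-20, all steps at room temperature.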
# Anesthetic bind: binds horse apoferritin like a general anesthetic; P02791; AID 485281; 350,000 compounds, 0.074% hits; Potency, µM (highest dose often 77.5 µM), for the others: at the top dose activity change, negative = displacement, usual class: inhibitors; apoferritin/1-aminoanthracene competitive binding, fluorescence; also: % is scaled to controls: 0 for no effect and ±100 for the full control effect; nearly all actives have a fitted effect of over 20% in size
#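 10 uM apoferritin + 50% sat. 1-AMA, PBS; cpd 10 min RT; Ex380/Em535 endpoint; normalized to free probe vs complex; 4-param Hill fit; propofol titration as pos. ctrl.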
# POLH inh: inhibitors of human DNA polymerase eta. Q9Y253. recombinant Pol eta, fluorescent DNA replication assay. Potency, µM (doses to about 114 µM), without a hit: top-dose activity change, negative = inhibition, most hits filed as inhibitors. 390,000 compounds, 1.2% hits; also: % is scaled to controls: 0 for no effect and ±100 for the full control effect
#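 Pol eta (10 nM) was preincubated with compounds for 15 min at room temperature, after which fluorescent replication substrate (50 nM final) was added to start the reaction. Fluorescence was read kinetically at 0 and 10 min.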
# Active calls of the source: *; ? = inconclusive; · = no result given; & = joins results of further samples; [ ] = another dose, or the depositor's remark. Calls follow the shape of the dose curve; as a rule, active = well fitted curve in the direction sought with a large enough effect; inconclusive = small, poorly fitted or top-dose-only effect, or another doubt; inactive = no such curve, though single readings can be large; an effect the other way counts as inactive or inconclusive. Potency is read from the fitted curve at half-maximal effect. These rows are one share of the data; the hit share may differ from the screen's.
SMILES,POLK inh,APE1 inh,G9a inh,POLI inh,BLM helicase inh,Pol beta inh,BAZ2B block,Anesthetic bind,POLH inh
CCOc1ccc(NC(=O)CC2C(=O)N(c3cccc(C)c3)C(=O)N2Cc2cccnc2)cc1 (configuration not stated),-8%,·,0%[59 µM],32%[activator],0%,3%,-15%,3%,-24%
COc1cc(C(=O)NCCC(=O)NCc2ccc3c(c2)OCO3)cc(OC)c1OC,-16%,-1%,-10%[12.7 µM],-16%[58.9 µM],2%,-1%,0%,-8%,1%
CCCCCN(C(=O)CCC(=O)OCC(=O)N(C)C1CCCCC1)c1c(N)n(CCCC)c(=O)[nH]c1=O,-11%,4%,-31%,8%,·,·,1%,·,-11%
CCc1ccc(CN(C(=O)COc2c(C)cccc2C)C2CCS(=O)(=O)C2)cc1 (configuration not stated),-22%,22%,-12%,-20%,-5%,0%,-24%,5%,-12%
O=C(COC(=O)C1CCN(c2ccc(C(F)(F)F)cn2)CC1)c1cccc(Br)c1,-10%,12%,26%[59 µM],49%[activator],·,·,35%,·,-16%
O=C(NCCc1ccc(Cl)cc1)c1ccc2c(c1)N(Cc1cccc(Cl)c1)C(=O)c1ccccc1S2(=O)=O,1%[60.1 µM],·,-15%[59 µM],2%,-7%,-5%,2%,9%,-19%
COc1cc(/C=C/c2nc(-c3ccccc3O)n[nH]2)cc(OC)c1OC,?,-7%,13%,2%,-11%,1%,-28%,-14%,?
O=c1oc2ccccc2c(N2CCCC2)c1CN1CCCC1,1%[60.1 µM],-3%,56µM*,-17%,2%,1%,-1%,-6%,1%
O=C(NCc1ccco1)c1cc2n(n1)C(C(F)(F)F)CC(c1ccc(Br)cc1)N2 (configuration not stated),-8%,0%,16%[59 µM],18%,-1%,-12%,5%,-11%,-16%
Cc1ccc(-c2nc(N=Nc3ccc(O)cc3)n[nH]2)cc1,-16%,-5%,50µM*,8%,-2%,-15%,?,-14%,1%

# The final two compounds of the section above are carried over, then new ones follow.
SMILES,POLK inh,APE1 inh,G9a inh,POLI inh,BLM helicase inh,Pol beta inh,BAZ2B block,Anesthetic bind,POLH inh
O=C(NCc1ccco1)c1cc2n(n1)C(C(F)(F)F)CC(c1ccc(Br)cc1)N2 (configuration not stated),-8%,0%,16%[59 µM],18%,-1%,-12%,5%,-11%,-16%
Cc1ccc(-c2nc(N=Nc3ccc(O)cc3)n[nH]2)cc1,-16%,-5%,50µM*,8%,-2%,-15%,?,-14%,1%
COC(C(=O)Nc1ccnn1C1CCN(C(=O)c2ccc(C)cc2)CC1)c1ccccc1 (configuration not stated),4%,47%[activator],-4%,40%[activator],-1%,12%,-12%,1%,-15%
CN(Cc1cnn(C)c1)C(=O)c1ccc(OC2CCN(CCc3ccccc3)CC2)cc1,6%[60.1 µM],0%,-3%[0.501 µM],?,-1%,40%,-1%,-7%,-6%
COc1ccc(C(=O)N2CCN(Cc3ccccc3[N+](=O)[O-])CC2)cc1,3%,22%,16µM*,-9%,-3%,9%,50µM*,-15%,-1%
CNC(=O)CSc1nnc(-c2ccco2)n1-c1cccc(C)c1,2%,28%,35%,150%[activator],0%,4%,-5%,32%[activator],0%
CCc1ccc(C(=O)COC(=O)CNC(=O)CNC(=O)Cc2ccccc2)cc1,1%,-4%,-3%[59 µM],15%,-2%,20%,-4%,-15%,-4%
CCNC(=O)/C(C#N)=C/c1c(N2CC(C)OC(C)C2)nc2ccccn2c1=O (configuration not stated),1%,-1%,-10%[59 µM],-8%,-2%,-2%,-18%,9%,-12%
CN(C(=O)c1cccc(NC(=O)c2cccs2)c1)c1ccccc1,-13%,20%,·,8%,-5%,12%,-1%,-1%,-7%
CC(=O)Nc1ccc(CN2CCN(CC=C(C)C)C(CCO)C2)cc1 (configuration not stated),1%,6%,·,49%[activator],-3%,27%,-5%,-1%,-3%
Cc1nn(C(C)C(=O)NCC2CCCO2)c(C)c1[N+](=O)[O-] (configuration not stated),8%,-2%,5%,24%,0%,-2%,-1%,-5%,-3%
CSc1ccc(CN(C)Cc2nc3cc(C(F)(F)F)ccc3c(=O)[nH]2)cc1,-16%,-5%,15%,93%[activator],-1%,1%,-21%,?,-5%
N#CCCn1c(=O)c(CCc2ccccc2)nc2cnc(OCc3ccccc3)nc21,-5%[60.1 µM],-1%,-1%[12.7 µM],·,0%,·,·,·,·
Cc1ccc(-n2nc3c(c2NC(=O)CC(C)C)CS(=O)(=O)C3)c(C)c1,-4%,6%,19%,8%,0%,54%,2%,-10%,5%
CCn1c(C(C)NS(=O)(=O)c2ccc(Cl)cc2)n[nH]c1=S (configuration not stated),2%,-13%,·,22%,-1%,-9%,0%,-5%,-4%
O=C1NC(=S)N(c2cccc(Cl)c2)C12CCCCC2,-3%,14%,22%[59 µM],1%,2%,37%,3%,3%,-16%
O=C(CC1CCCCC1)NCc1ccc(F)cc1,-3%,11%,1%,6%,-1%,37%[activator],-6%,-13%,-4%
CCC(C)(C)N=C(NC#N)Nc1cccnc1,-2%[19.4 µM],-5%&3%,17%[59 µM],·,-6%&-11%,5%,0%,4%,·
CCC(C)NC(=O)C1c2ccccc2C(=O)N1Cc1cc(OC)ccc1OC (configuration not stated),0%,0%,9%[59 µM],5%,-1%,46%,11%,-9%,-13%
CCOc1cc(C)c(S(=O)(=O)Nc2ccc(F)cc2)cc1C,-15%,-3%,-4%[12.7 µM],-10%,-13%,-10%,0%,?,-24%
CCOC(=O)Cc1c(C)nc2cc(-c3ccc(Cl)cc3)[nH]n2c1=O,-4%,-1%,3%[12.7 µM],3%,0%,3%,3%,2%,-4%
CCOC(=O)Cn1c(=O)oc2cc(S(=O)(=O)N3CCN(C(=O)c4ccco4)CC3)ccc21,-10%,-4%,16%,25%,-3%,2%,3%,-8%,-1%
O=C(c1ccc(-c2ccccc2)cc1)N1CCN(Cc2ccccn2)CC1,-14%,9%,40µM*,14%,4%,9%,?,-12%,-11%
CCOC(=O)C(Cc1ccccc1)C(=O)Nc1ccccc1C (configuration not stated),3%,-4%,13%[59 µM],-5%,3%,16%,-2%,-10%,-8%
COc1ccc2oc(=O)c(C(=O)N3CCc4ccccc43)cc2c1,-4%,-2%,5%[12.7 µM],6%,-8%,5%,-7%,-14%,6%
Cc1ccccc1OCC(O)Cn1c(NCCN(C)C)nc2c1c(=O)n(C)c(=O)n2C (configuration not stated),·,?,4%,·,-11%,9%,0%,-6%,·
O=C(NCCc1ccccc1)C1CCN(S(=O)(=O)c2cccc3nsnc23)CC1,-3%,0%,-32%,19%,-6%,0%,9%,7%,-7%
CCOC(=O)c1c(CSc2ccc(C)cc2)oc2ccc(O)cc12,-17%,0%,-2%[59 µM],-8%,-10%,?,10%,-12%,?
O=C(CSCC(=O)NC1CCCC1)Nc1ccccc1,-7%,4%,2%[59 µM],7%,-5%,9%,-33%,-10%,-2%
O=C(O)CC(C(=O)Nc1ccc(Cl)cc1)N1CCCCCC1 (configuration not stated),-3%,16%,5%,43%[activator],-1%,8%,6%,0%,-17%
C=CCn1c(NCc2cc(C)ccc2O)nc2ccccc21,-3%,-7%,-16%,-3%,-2%,9%,-7%,?,-7%
CSc1ccc(C2Nc3ccccc3-c3cc(C)nn32)cc1 (configuration not stated),-2%,3%,10%,-4%,-10%,-10%,1%,1%,-14%

# BAZ2B block: what is marked active above.
Compound,POLK inh,APE1 inh,G9a inh,POLI inh,BLM helicase inh,BAZ2B block,POLH inh
COc1ccc(C(=O)N2CCN(Cc3ccccc3[N+](=O)[O-])CC2)cc1,3%,22%,16µM*,-9%,-3%,50µM*,-1%

# The results go on.
SMILES,POLK inh,APE1 inh,G9a inh,POLI inh,BLM helicase inh,Pol beta inh,BAZ2B block,Anesthetic bind,POLH inh
COC(=O)c1ccc(NC(=O)c2cccc3c2C(=O)N(C2CCCCC2)C3)cc1,3%,·,3%[59 µM],42%[activator],-4%,35%,·,0%,-17%
Cc1cccc2sc(NC(=O)Cn3c(C)csc3=O)nc12,-28%,-10%,?,43%[activator],·,·,-2%,·,5%
COc1cccc(NC(=O)N2CCCCCC2)c1,-3%,18%,·,37%[activator],-8%,-1%,-2%,?,-18%
Cc1ccc(CN(C)C(=O)CC2C(=O)NCCN2CC2CCCCC2)cc1 (configuration not stated),-10%,14%,·,29%,-1%,0%,-3%,-15%,-5%
Cc1cccc(OCC(=O)NNC(=O)Cn2c(=O)cnc3ccccc32)c1,-12%,35%,-7%[2.33 µM],21%,·,·,-4%,·,-10%
Cc1cc(C)cc(NC(=S)N2CCC(N(C)CC3CCCO3)CC2)c1 (configuration not stated),-1%,-2%,-24%,1%,0%,24%,7%,-5%,-13%
Cc1nc2ncnn2c(C)c1CCC(=O)Oc1ccccc1,-4%,-4%,-10%,19%,-1%,0%,-2%,-11%,5%
CCCOc1ccc(CNC(=O)Cn2ncn3c(cc4sc(CC)cc43)c2=O)cc1,-1%,·,6%[59 µM],10%,-1%,-9%,6%,1%,-13%
C/C(=N/Nc1ccc(F)cc1)c1ccc(Cl)s1,-9%,1%,?,9%,-5%,-28%,-37%,-17%,-17%
C=CCNc1nnnc2c1sc1nc(N3CCOCC3)c3c(c12)CCCC3,-21%,10%,-10%[12.7 µM],30%,0%,83%,-5%,-5%,-5%
CCN1CCN(C(CNS(=O)(=O)c2ccccc2)c2cccnc2)CC1 (configuration not stated),2%,20%,?,12%,0%,5%,-17%,-6%,-17%
CCOC(=O)C1CCCN(C(=O)c2ccc3c(c2)sc2nc(-c4cccc(OC)c4)cn23)C1 (configuration not stated),-15%,·,-22%[59 µM],13%,-1%,9%,-18%,2%,-11%
C=CCOc1ccc(C2NC(=O)c3ccccc3O2)cc1OCC (configuration not stated),8%,-19%,6%,88%[activator],-3%,-3%,4%,-14%,-18%

# An excerpt from above in order of molecular weight, largest number first.
SMILES,POLK inh,APE1 inh,G9a inh,POLI inh,BLM helicase inh,Pol beta inh,BAZ2B block,Anesthetic bind,POLH inh
C=CCNc1nnnc2c1sc1nc(N3CCOCC3)c3c(c12)CCCC3,-21%,10%,-10%[12.7 µM],30%,0%,83%,-5%,-5%,-5%
Cc1cccc(OCC(=O)NNC(=O)Cn2c(=O)cnc3ccccc32)c1,-12%,35%,-7%[2.33 µM],21%,·,·,-4%,·,-10%
COc1cccc(NC(=O)N2CCCCCC2)c1,-3%,18%,·,37%[activator],-8%,-1%,-2%,?,-18%
